A549 tox: A549 cytotoxicity, counter-screen for Nrf2 inhibitors | A549 ARE-Fluc cells, CellTiter-Fluor viability, 18-24 h | 0.16% of 390,000 active | Potency, µM (highest dose often 46 µM), inactives show top-dose activity change, negative = cytotoxicity, usual class: inhibitors; also: potency is read from the fitted curve at half-maximal effect; % is scaled to controls: 0 for no effect and ±100 for the full control effect
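A549 ARE_Fluc cells in 5% FBS OPTI-MEM were exposed to compounds in concentration-response for 18-24 h at 37 deg C. Viability was read by CellTiter-Fluor fluorescence (Ex 405/Em 525) after 30 min, before the luciferase read.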
TGFb inhibitor: inhibitors of TGF-b signaling | HepG2 CAGA-GFP TGF-b/SMAD3 reporter, GFP fluorescence, 18 h; TGF-beta stimulated, 500 pg/mL final | Potency, µM (highest dose often 46.1 µM), inactives show at the highest dose activity, negative = inhibition, actives largely listed as inhibitors | 1.2% of 410,000 active; also: potency is read from the fitted curve at half-maximal effect; % is scaled to controls: 0 for no effect and ±100 for the full control effect; nearly all actives have a fitted effect of over 65% in size
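Using HEPG2 CAGA-GFP reporter cells at 1000 cells/well, we pinned test compounds, stimulated with recombinant TGF-beta (500 pg/mL final) and measured total well GFP after 18 h.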
Nrf2 block: blocks Nrf2 signaling; A549 ARE-Fluc reporter, luciferase luminescence, 18-24 h; Potency, µM (doses to about 46 µM), inactives show at the highest dose activity change, negative = inhibition, hits mostly inhibitors; 2.1% of 360,000 active; AID 504444; also: potency is read from the fitted curve at half-maximal effect; % is scaled to controls: 0 for no effect and ±100 for the full control effect; nearly all actives have a fitted effect of over 60% in size
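Reporter: ARE-Fluc in A549. Exposure: 18-24 h, 37 °C, 5% CO2, 5% FBS OPTI-MEM. Readouts: fluorescent cytotoxicity (CellTiter-Fluor), then luminescent Nrf2 signal after BugLite.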
HepG2 viability: kills HepG2 cells in TGF-b inhibitor counter-screen. HepG2 CAGA-GFP viability, ATP luminescence, 18 h. Potency, µM (highest dose often 46.1 µM), inactives show at the top dose activity change, negative = cytotoxicity, actives largely listed as cytotoxic. 0.76% of 410,000 active. AID 588856; also: potency is read from the fitted curve at half-maximal effect; some results filed as inactive show a strong effect at the top dose
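HepG2 CAGA-GFP cells (1000/well, DMEM with 1% FBS) received compound, then TGF-beta at 500 pg/mL final, and were incubated 18 hours at 37 degrees C. Viability was read by CellTiter-Glo luminescence. Media-only wells were set as complete cell-killing and DMSO as no toxicity.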
IL2 activator: IL-2 activation. 0.065% of 360,000 active. activation, % (series mostly up to about 46 µM). IL-2 activation reporter assay, cell-based qHTS; stimulated with anti-CD3/CD4/CD28 beads; in transgenic mouse T cells. AID 652025; in the data active = activation above about 50%; inconclusive = mostly about 30% to 49%; also: 0% is about no effect
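Readout is EGFP and DsRed signal by fluorescent plate cytometry after 18 h at 37 degrees C. Transgenic mouse T cells (750/well) received compound for 60 min before bead stimulation (anti-CD3, anti-CD4, anti-CD28); memory T cells served as non-tolerant control.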
ATXN2 expr inh: ATXN2 expression inhibition | HEK-293 ATXN2-luciferase reporter, luminescence, 24 h | Potency, µM (series often up to 57 µM), inactives show at the top dose activity change, negative = inhibition, usual class: inhibitors | 0.72% of 360,000 active | AID 1745845; also: potency is read from the fitted curve at half-maximal effect; % is scaled to controls: 0 for no effect and ±100 for the full control effect; nearly all actives have a fitted effect of over 55% in size
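ATXN2-luciferase reporter cells (luciferase flanked by upstream and downstream ATXN2 gene portions) were treated 24 h at 37 °C with compounds at up to 57 uM. SteadyGlo luminescence gave expression; GF-AFC fluorescence gave viability.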
Nrf2 ARE act: activators of Nrf2 (ARE) signaling; AREc32 ARE-luciferase reporter (MCF7-derived line), luminescence, 24 h; Potency, µM (titrated, usually from 46.1 µM), for the others: top-dose activation, hits mostly activators; 0.31% of 410,000 active; AID 624171; also: potency is read from the fitted curve at half-maximal effect; % of control where 0% means no effect; nearly all actives have a fitted effect of over 65% in size
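Luminescent ARE reporter assay in AREc32_Fluc cells: overnight plating at 37 deg C, 24 hr compound incubation, Steady-Glo added, 30 min RT before reading.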
ATXN viability: reduces viability in counter-screen for ATXN expression inhibitors | S2 cells (HEK-293 line with an ATXN2-luciferase reporter) viability, CellTiter-Fluor protease fluorescence, 24 h | Potency, µM (highest dose often 56.7 µM), hits mostly cytotoxic | 0.49% of 400,000 active | AID 651635; also: potency is read from the fitted curve at half-maximal effect; nearly all actives have a fitted effect of over 40% in size
EPAC2 agonist: agonists of human EPAC2 (RAPGEF4); 0.079% of 360,000 active; Q8WZA2; Potency, µM (top dose mostly 154 µM), for inactives: at the top dose activation, usual class: activators; AID 720711; EPAC2 activation, biochemical qHTS; response scale: 100% = 6.5 mM cAMP response; also: potency is read from the fitted curve at half-maximal effect; nearly all actives have a fitted effect of over 50% in size
Target sequence (Q8WZA2 whole entry, looked up): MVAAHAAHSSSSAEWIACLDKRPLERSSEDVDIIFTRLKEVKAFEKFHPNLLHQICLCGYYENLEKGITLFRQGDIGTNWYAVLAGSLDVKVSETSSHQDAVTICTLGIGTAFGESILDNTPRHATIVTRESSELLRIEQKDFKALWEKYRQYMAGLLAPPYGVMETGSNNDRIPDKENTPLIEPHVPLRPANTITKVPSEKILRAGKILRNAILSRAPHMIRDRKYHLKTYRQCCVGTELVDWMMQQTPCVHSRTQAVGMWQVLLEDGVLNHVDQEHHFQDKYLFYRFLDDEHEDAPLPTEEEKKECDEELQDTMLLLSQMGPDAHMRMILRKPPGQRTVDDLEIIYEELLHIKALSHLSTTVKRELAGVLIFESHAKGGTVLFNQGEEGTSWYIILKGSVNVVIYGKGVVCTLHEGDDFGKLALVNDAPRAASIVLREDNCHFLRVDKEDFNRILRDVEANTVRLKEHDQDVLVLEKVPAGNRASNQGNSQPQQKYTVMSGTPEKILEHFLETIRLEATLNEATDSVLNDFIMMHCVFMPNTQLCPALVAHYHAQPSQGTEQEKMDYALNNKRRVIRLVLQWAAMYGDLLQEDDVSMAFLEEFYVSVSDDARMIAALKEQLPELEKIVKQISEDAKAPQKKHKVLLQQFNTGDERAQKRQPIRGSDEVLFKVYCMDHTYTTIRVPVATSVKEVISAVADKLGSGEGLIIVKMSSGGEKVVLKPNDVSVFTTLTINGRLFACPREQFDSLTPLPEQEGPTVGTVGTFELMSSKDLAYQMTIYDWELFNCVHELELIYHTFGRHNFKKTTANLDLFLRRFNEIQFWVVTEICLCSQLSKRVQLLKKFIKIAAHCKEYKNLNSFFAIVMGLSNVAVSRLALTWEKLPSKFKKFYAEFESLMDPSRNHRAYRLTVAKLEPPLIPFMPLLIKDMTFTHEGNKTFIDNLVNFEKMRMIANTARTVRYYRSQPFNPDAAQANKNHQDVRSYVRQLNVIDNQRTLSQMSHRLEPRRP
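Each well held 100 nM EPAC2, 250 nM RAP1B-BODIPY-GDP and 50 uM GDP. Fluorescence, read at 5-min intervals to 30 min, was referenced to a 6.5 mM cAMP positive control.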
* hit, by the source's call; i = inactive; u = inconclusive; x = not tested or not shown; & = joins results of further samples; ! = repeats disagree; [ ] = another dose, or the depositor's remark. Unless noted, calls follow the shape of the dose curve; as a rule, active = well fitted curve in the direction sought with a large enough effect; inconclusive = small, poorly fitted or top-dose-only effect, or another doubt; inactive = no such curve, though single readings can be large; an effect the other way counts as inactive or inconclusive.

SMILES,EPAC2 agonist,ATXN2 expr inh,Nrf2 block,ATXN viability,Nrf2 ARE act,HepG2 viability,TGFb inhibitor,IL2 activator,A549 tox
COc1ccc(C(CC(=O)O)NC(=O)c2ccco2)cc1OC (centres undefined),-3%,-9%,20%,i,-0.1%,-13%,-7%,1.3,-5%
COc1ccc(Nc2nc3c(C)cccc3cc2C#N)c(OC)c1,-2%,34%,4%,i,4.0%,-2%,-2%,-0.2,2%
O=C(COc1ccccc1)Nc1ncc2c(n1)CCCC2=O,-1%,-2%,x,i,0.1%,6%,6%,0.4,0%
CCOC(=O)/C=c1/s/c(=C/c2ccc3cc(OC)ccc3c2)c(=O)n1CC(=O)NCC1CCCO1 (centres undefined),11%,3%,-5%,i,-0.7%,15%,6%,0.6,-11%
CSc1ccc(OC2CCN(Cc3ccccc3)CC2)cc1,12%,-15%,20%,i,3.2%,-31%,-28%,1.6,u
COc1cc(C(=O)c2ccccc2Cl)c([N+](=O)[O-])cc1OC,5%,3%,u,i,0.3%,-1%,-3%,2.7,-5%
CCCCCCCCCC1(CC(=O)OCC)SCCN1C(N)=O (centres undefined),-5%,x,x,i,-3.8%,-47%,-26%,0.5,x
Cn1ncc([N+](=O)[O-])c1C(=O)NC1CCCCC1,7%,x,8%,i,0.2%,-6%,-13%,0.3,1%
O=C1CCCC(=O)C1CS(=O)(=O)c1ccccc1,14%,14%,14%,i,-0.2%,-14%,4%,0.6,-7%
Cc1ccc(S(=O)(=O)N2CCCCC2)cc1NC(=O)COC(=O)c1c(F)cccc1F,19%,-17%,-5%,i,0.0%,5%,13%,-0.6,0%

2 compounds from above with just HepG2 viability and TGFb inhibitor:
SMILES	HepG2 viability	TGFb inhibitor
COc1ccc(C(CC(=O)O)NC(=O)c2ccco2)cc1OC (centres undefined)	-13%	-7%
COc1ccc(Nc2nc3c(C)cccc3cc2C#N)c(OC)c1	-2%	-2%

Next structures follow.
SMILES,EPAC2 agonist,ATXN2 expr inh,Nrf2 block,ATXN viability,Nrf2 ARE act,HepG2 viability,TGFb inhibitor,IL2 activator,A549 tox
O=C(NCCc1ccccc1)c1cccc2c(-c3ccc(F)c(F)c3)coc12,8%,-7%,x,i,5.1%,-4%,-15%,-0.1,x
O=C(CCc1nnc(-c2ccc3c(c2)OCO3)o1)NC(c1ccccn1)C(F)(F)F (centres undefined),14%,3%[11.3 µM],-16%,i,0.9%,-1%,14%,1.5,4%
O=C(CN1CCCCC1)Nc1ccc(NC(=O)c2ccc(Cl)cc2)cc1Cl,3%,-25%,-4%,i,-0.4%,-6%,0%,0.5,3%
COc1ccc(NC(=O)COC(=O)CNC(=O)C2CCCCC2)cc1OC,4%,-2%,22%,i,0.3%,0%,-4%,1.3,6%
Cc1ccc(N(C)S(=O)(=O)c2cccc(C(=O)Nc3nc4ccccc4[nH]3)c2)cc1,6%,-28%,u,u,4.2%,-4%,-15%,-0.5,-10%
C=C(C)C(=O)Nc1cccnc1Oc1ccc(F)cc1F,2%,-7%,0%,i,-0.5%,-17%,u,-3.2,0%
O=C(CN1CCN(S(=O)(=O)c2ccc(F)cc2)CC1)Nc1ccc2c(c1)OCO2,15%,-4%,-14%,i,0.1%,-7%,28%,0.6,2%
CCCc1cc(=O)oc2cc(OCC(=O)Nc3ccc(S(N)(=O)=O)cc3)ccc12,3%,x,0%,i,0.1%,-5%,-9%,2.3,3%
COc1cc(CCC(=O)OCC(=O)Nc2ccc(C(N)=O)cc2)cc(OC)c1OC,3%,-5%,-14%,i,-0.2%,0%,2%,1.3,-1%
COc1cc(OC)cc(C(=O)n2nc(C)cc2C)c1,4%,12%,-10%,i,-0.1%,0%,3%,-0.5,0%
CCOC(=O)c1cc(-c2ccccc2)n(CC(=O)O)c1C,6%,2%,x,i,-0.5%,0%,0%,-1.9,8%
COc1ccc(CCC(=O)NC2CC(=O)N(c3ccc(F)cc3)C2)cc1 (centres undefined),x,x,x,x,-0.7%,-6%,-23%,x,3%
Cc1cc(C)cc(-n2nnc(-c3nc(-c4ccc5c(c4)OCO5)no3)c2C)c1,x,x,25%,x,0.4%,0%,-3%,x,8%
CC1CCC(C(C)C)C(OC(=O)Cn2c(-c3ccc(Cl)cc3)[n+](C)c3ccccc32)C1 (centres undefined),2%,u,u,u,-3.4%,11µM*,u,-2.9,u
Cn1c(=O)c2cc(NCc3ccccc3)nnc2n(C)c1=O,-7%,-17%,-16%,i,16%,7%,-1%,0.8,0%
c1ccc(-c2nc(SCc3nc4ccccc4[nH]3)c3oc4ccccc4c3n2)cc1,9%,-8%,-11%,i,3.3%,-24%,-11%,-2.1,-5%
Cc1c(C(N)=O)sc2ncn(CC(=O)N3CCC(C)CC3)c(=O)c12,1%,4%,2%,u,0.2%,-13%,0%,-0.8,2%
O=C(c1ccco1)N1CCN(C(=O)c2ccccc2NS(=O)(=O)c2ccc(F)cc2)CC1,12%,0%,u,i,-0.8%,16%,4%,0.8,-4%
Cc1cccc(C)c1NC(=O)CN(C)C(=O)c1cccc(S(=O)(=O)N2CCN(c3ccc(F)cc3)CC2)c1,7%,u,5.2µM*,i,-0.2%,-21%,0%,-5.3,u
Cc1ccc(C(=O)N(Cc2cccnc2)Cc2cc3cc(C)ccc3n3nnnc23)cc1,-4%,x,0%,i,-0.4%,7%,2%,0.6,-9%
CCN(C[C@H]1N[C@@](C)(C(=O)OC)[C@H]2C(=O)N(C)C(=O)[C@@H]12)C(=O)c1ccc(C(C)(C)C)cc1,3%,5%,10%,i,0.1%,1%,4%,2.7,1%
COc1ccc(CNC(=O)Cn2nc(C(F)(F)F)c(Br)c2C)cc1,-2%,-3%,13%,i,-0.8%,5%,0%,-1.5,3%
CCOc1ccc(Cc2nnc(SCC(=O)c3ccc(OC)cc3)o2)cc1,10%,-19%,u,i,0.0%,-2%,-23%,-1.4,1%[1.84 µM]
Cc1ccccc1N1CCN(C(=O)c2ccccc2NC(=O)C2CC=CCC2C(=O)O)CC1 (centres undefined),16%,-9%,x,i,0.0%,-4%,0%,0.5,-2%
COc1ccccc1N1CCN(C(=O)c2noc(C(C)C)c2[N+](=O)[O-])CC1,6%,-8%,-3%,i,5.0%,-10%,-2%,-1.1,-1%
CC(NC(=O)c1ccc(Br)cc1)c1ccccc1 (centres undefined),-6%,-5%,5%,i,-1.3%,-4%,-11%,0.1,14%
N#Cc1sc(NCc2cccc(Cl)c2)nc1Cl,13%,-3%,u,i,3.9%,-43%,u,-0.8,0%
Cc1ccc(NC(=O)CN(c2ccc(Cl)cc2)S(=O)(=O)c2cc([N+](=O)[O-])ccc2Cl)c(C)c1,0%,u,-12%,i,11%,-23%,2%,-1.2,0%
COc1ccc(C(=O)NNC(=O)C(=O)NC(C)c2ccccc2)cc1OC (centres undefined),5%,12%,3%,u,-0.3%,-2%,11%,1.0,-3%
O=C(CCn1c2c(c3ccccc31)CCCC2)NNC(=O)c1cccc([N+](=O)[O-])c1,7%,6%,-12%,i,-0.3%,0%,-11%,-1.4,0%
C[N+]1=C(/C=C/Nc2ccccc2Cl)C(C)(C)c2ccccc21,-1%,-26%,u,i,3.6%,-28%,u,2.8,-19%
CC1=C(C(=O)N(C(C)C)C(C)C)CC(CC(=O)NCCCN(C)C)C(=O)N1Cc1ccccc1 (centres undefined),4%,-2%,x,i,-0.4%,-4%,-4%,-0.5,x
Cc1cc([N+](=O)[O-])nn1CC(=O)NCc1ccccc1,-1%,x,1%,i,-0.1%,2%,-4%,-0.2,1%
O=[N+]([O-])c1cc(/C=N/O)ccc1Oc1ccccc1Cl,6%,15%,12%,i,8.3%,-23%,-5%,-0.6,7%
COc1ccc(-c2cc3nc(C)c(CCC(=O)NC(C)CCc4ccco4)c(C)n3n2)c(OC)c1 (centres undefined),-6%,-2%,u,i,4.1%,0%,-9%,-3.1,-3%
Cc1ccc(Cl)cc1NC(=O)N(C)CCO,7%,x,2%,i,0.2%,-17%,-20%,-2.9,4%
O=C(CSc1nccn1Cc1ccco1)Nc1ccc(F)cc1,12%,3%,4%,i,0.2%&4.5%,-19%&-2%,-4%&-2%,-0.1,5%&13%
CCc1ccc(N(CC(=O)NC)S(C)(=O)=O)cc1,-24%,-10%,-13%,i,-0.1%,-1%,14%,-2.8,6%
COc1ccccc1N1CCN(c2ncnc3onc(C)c23)CC1,x,-9%,x,i,0.7%,1%,2%,x,15%
Cc1cc(C2CCCCC2)n(O)c(=O)c1,1%,18µM*,u,20µM*!,4.7%,-24%,u,-0.7,1%
CCCOc1ccc(C(=O)Nc2cc(-c3nc4cc(C)cc(C)c4o3)ccc2C)cc1,x,6%,-2%,i,-0.2%,3%,-8%,x,-5%
COc1cc2c(cc1NC(=O)CSc1ccc(Cl)cc1)oc1ccccc12,8%,-5%,u,i,-0.1%,0%,-5%,-0.1,u

Compound activity from PubChem.
